Rac1 GTP hydrolysis = MgcRacGAP GTPase-activating activity inhibitors, confirmation, biochemical, ADP Hunter fluorescence; inhibition, % at 30 µM, or IC50 in µM where a hit was titrated; 0.6% of 340,000 active; MgcRacGAP-stimulated Rac1 GTP hydrolysis, ADP Hunter fluorescence; higher % means a stronger effect; GST-tagged Rac1 F28L mutant substrate; Rac GTPase-activating protein 1 (Homo sapiens);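 active = first-screen hits whose inhibition reached a set limit at any dose in the follow-up dose series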;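 also: fluorescence reports GDP produced by GAP-driven GTP hydrolysis; strong numbers were not always called active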
SV40 large T antigen = SV40 large T antigen inhibitors, biochemical (AID 1903). 0.39% of 310,000 active. SV40 large T antigen ATPase/helicase inhibition assay; higher % means a stronger effect. one-dose inhibition, % at 20 µM; IC50 in µM for titrated hits; in the data active = a potency from the dose series; also: strong numbers were not always called active
Starred values were filed as active, the others as inactive; x = no result given. Not all compounds are listed; the hit share may differ from the screen's.

no.	SV40 large T antigen	Rac1 GTP hydrolysis	structure
1	5%	x	COc1ccc(C(=O)NC(=S)NNC(=O)c2cccc(C)c2)cc1
2	16%	x	O=C1C=C(N2CCCCC2)c2ccccc2C1=O
3	22%	x	COC/C=C/C1=CC2=CC(=O)C(C)(OC(=O)c3cnc4ccccc4n3)C(=O)C2=CN1CCc1ccccn1 (centres undefined)
4	14%	x	COc1cc(/C=N/NC(=O)c2cccc(C)c2)ccc1OCC(=O)Nc1ccccc1
5	9%	x	Oc1cccc2c3c(oc12)CCCC3
6	17%	x	COCOc1ccc(/C=C/C(=O)c2c(OCOC)cc(OCOC)c(CC=C(C)C)c2O)cc1OCOC
7	7%	x	COc1ccc(C(=O)CC(=O)c2ccccc2)cc1
8	13%	x	CCCn1c(C)c(C(=O)OCC)c(O)c(-c2ccccc2)c1=O
9	8%	x	O=C(c1cccs1)c1c[nH]cc1-c1ccccc1
10	13%	x	O=[N+]([O-])c1ccc(S(=O)(=O)NCCCc2ccccc2)cc1
11	22%	x	CC1(OC(=O)c2ccco2)C(=O)C=C2C=C(c3ccc(C#N)cc3)OC=C2C1=O (centres undefined)
12	10%	x	CN(C)CCc1c[nH]c2ccc(C[C@H]3COC(=O)N3)cc12
13	14%	x	Clc1nc(-c2ccccc2)ncc1Oc1ccccc1
14	8%	x	O=C(NCCCCNC(=O)c1c(Cl)cccc1Cl)c1c(Cl)cccc1Cl
15	5%	x	CCOC(=O)CN1C(=O)N[C@@H](CCc2ccccc2)C(C(C)=O)=C1C
16	59%	x	O=C(NN1C(=O)/C(=C/c2cc([N+](=O)[O-])ccc2O)SC1=S)c1ccccc1O
17	11%	x	CC1=C(C(=O)OCc2ccccc2)C(c2ccccc2OS(=O)(=O)c2ccc(C)cc2)NC(=O)N1CCCC(=O)O (centres undefined)
18	7%	x	COc1cccc(C(O)C2OC(=O)c3ccccc32)c1OC (centres undefined)
19	14%	x	Clc1ccc(CNCC2CCCO2)c(Cl)c1 (centres undefined)
20	13%	x	Cc1cc(C)nc(NC(=O)c2c(F)c(F)c(F)c(C(=O)Nc3cc(C)cc(C)n3)c2F)c1
21	12%	x	CCOC(=O)C(C)Sc1nc(N2CCOCC2)c2c(c1C#N)CC(C)(C)OC2 (centres undefined)
22	12%	x	O=C(Nc1ccc(Nc2ccccc2)cc1)c1ccc(Cl)cc1[N+](=O)[O-]
23	21%	x	O=S(=O)(O)Oc1c[nH]c2ccccc12
24	>100µM*	x	CCOc1cc(C(c2c(O)nc(SC)[nH]c2=O)c2c(O)nc(SC)[nH]c2=O)ccc1O
25	1%	x	Brc1nc(-c2ccccc2)nc(-c2ccccc2)c1Br

Next compounds
no.	SV40 large T antigen	Rac1 GTP hydrolysis	structure
26	0%	x	Cc1ccc2c(c1)C1(OCCCO1)C(=O)N2CC(=O)NN
27	12%	x	CCCCC1CCC(C(=O)N(CC(C)C)c2c(N)n(Cc3ccccc3)c(=O)[nH]c2=O)CC1 (centres undefined)
28	26%	x	COc1ccc(OC(=O)COc2ccccc2C)cc1
29	16%	x	Cc1c(N=c2c(=O)c3ccccc3c2=O)c(=O)n(-c2ccccc2)n1C
30	4%	x	CN(C(=O)c1ccc(-c2ccccc2)cc1)C1CCCCC1
31	9%	x	COc1ccc(NC(=O)c2ccc(COc3ccccc3Br)o2)c(OC)c1
32	15%	x	COC(C/C=C\C(=O)[C@@H](C)OCc1ccccc1)OC
33	6%	x	Cc1ccc(-n2nnnc2-c2ccccc2Br)cc1
34	6%	x	CSCCC(NC(=O)/C(=C/c1ccco1)NC(=O)c1ccco1)C(=O)O (centres undefined)
35	22%	x	CC1(OC(=O)c2ccc(Cl)nc2)C(=O)C=C2C=C(c3ccsc3)OC=C2C1=O (centres undefined)
36	1%	x	O=C(NCCCCc1ccccc1)c1ccccc1Br
37	5%	x	COc1ccc2c(c1)CCNC2Cc1ccc(OC)c(O)c1 (centres undefined)
38	10%	x	CC(=O)Oc1ccc2occ(C(=O)c3ccccc3)c2c1
39	19%	x	Cc1ccc(C2Cc3cc(O)c(O)cc3CN2)cc1 (centres undefined)
40	7%	x	O=C1CCCCCCCCCC/C(=N\O)CCCO1
41	18%	x	O=C(NC1=NCCS1)c1ccccc1F
42	2%	x	O=C(NC1=NCCS1)c1ccccc1Br
43	4%	x	CC1Oc2cc3oc4c(O)c5c(cc4c(=O)c3c(O)c2C1(C)C)C=CC(C)(C)O5 (centres undefined)
44	23%	x	CC1=C(C(=O)OCc2ccccc2)C(c2ccc(-c3ccccc3)cc2)NC(=O)N1CCCC(=O)O (centres undefined)
45	8%	x	CC1(C)C2CC[C@]3(C)C(CC=C4[C@@H]5C[C@](C)(CO)CC[C@]5(C(=O)O)CC[C@]43C)[C@@]2(C)CC[C@@H]1O (some centres undefined)
46	12%	x	CCOC(=O)N1C2=NC(C(=O)OC)=C(C(=O)OC)[C@@H]3N(Cc4ccccc4)c4ccccc4[C@]23C[C@H]1C(=O)OC
47	22%	x	O=C(N/N=C/c1cc(Br)c(O)c([N+](=O)[O-])c1)C(O)(c1ccccc1)c1ccccc1
48	5%	x	CCOc1cc(Br)c(C(C)NC(=O)c2cccnc2)cc1OCC (centres undefined)
49	14%	x	C/C(=N\Nc1ccccn1)c1ccc(Br)s1
50	35%	x	Nc1nc(N)c2nc(CNc3ccc(C(=O)NC(CCC(=O)O)C(=O)O)cc3)cnc2n1 (centres undefined)

Following part:
no.	SV40 large T antigen	Rac1 GTP hydrolysis	structure
51	22%	x	CC1(OC(=O)c2ccc(Cl)nc2)C(=O)C=C2C=C(C3CC3)OC=C2C1=O (centres undefined)
52	9%	x	CNc1[nH]c(=O)[nH]c(=O)c1N=Nc1cc(Cl)ccc1Cl
53	9%	x	CN(CC(=O)Nc1ccc(F)c(F)c1F)c1cnccn1
54	22%	x	Cc1ccc(-c2cc(C(=O)Nc3ccccc3C(N)=O)c3ccccc3n2)o1
55	18%	x	COc1ccc([C@@H]2C[C@@H](c3ccccc3)Oc3c(C)ccc(C(C)C)c32)cc1
56	6%	x	O=C(/C=C/c1c(Cl)cccc1Cl)NCCCn1ccnc1
57	5%	x	COc1cccc(NC(=O)c2cc(-c3ccc(OC)cc3OC)nc3ccccc23)c1
58	16%	x	CC1=C(C(=O)OCC2CCCCC2)C(c2ccccc2F)NC(=O)N1 (centres undefined)
59	3%	x	O=C(Nc1c(F)cccc1F)C(c1ccccc1)c1ccccc1
60	14%	x	COC(=O)C1=C(C(=O)OC)[C@@H]2N(C)c3ccc(OC)cc3[C@@]23C[C@@H](C(=O)OC)N(C(=O)NCCBr)C3=N1
61	23%	x	O=C(CCc1ccccc1)Oc1ccccc1[N+](=O)[O-]
62	-16%	x	CCn1cc(C(=O)Nc2ccccc2C(=O)OC)cn1
63	17%	x	O=C(COC(=O)c1cccc([N+](=O)[O-])c1)c1ccc2c(c1)OCO2
64	30%	x	COC(=O)CCCC1=CC2=CC(=O)C(C)(OC(=O)c3cnc4ccccc4n3)C(=O)C2=CO1 (centres undefined)
65	4%	x	COc1cc(C)c(CN2CCN(c3ncccn3)CC2)cc1C
66	5.2µM*	x	C#CCOCCOCCOCCNc1nc(N2CCN(C(=O)CCCCCCCCCCNC(=O)[C@H]([C@@H](C)CC)n3cc(CCCCN=C(N)N)nn3)CC2)nc(N2CCN(C(=O)CCCCCCCCCCNC(=O)[C@H]([C@@H](C)CC)n3cc(CCCCN=C(N)N)nn3)CC2)n1
67	x	-5%	C=C(C)c1nc(Oc2ccccc2)nc(Oc2ccccc2)n1
68	x	5%	O=C1c2ccccc2C(=O)N1Cc1cc(-c2ccc(Cl)cc2)no1
69	x	5%	Cc1ccc(S(=O)(=O)N2CCCCC2)cc1C(=O)OC(C)C(=O)NCC1CCCCC1 (centres undefined)
70	x	1%	COc1ccccc1CNC(=O)COC(=O)C12CC3CC(CC(O)(C3)C1)C2
71	x	2%	CC12CC3CC1C(C(=O)O2)C3C(=O)O (centres undefined)
72	x	4%	CCCCCN(C(=O)CCC(=O)OC(C)C(=O)Nc1ccccc1C)c1c(N)n(CCCC)c(=O)[nH]c1=O (centres undefined)
73	x	4%	Cc1noc(C)c1C(=O)OCC(=O)Nc1ccc(N2CCOCC2)cc1
74	x	7%	O=C(NCc1ccccc1CN1CCCC1)c1cccc(S(=O)(=O)N2CCOCC2)c1
75	x	6%	COc1cc(C#Cc2ccc3cc(CCCO)oc(=O)c3c2)cc(OC)c1

The listing continues:
no.	SV40 large T antigen	Rac1 GTP hydrolysis	structure
76	x	1%	COc1cccc(NC(=O)COC(=O)c2c(C)nn(-c3ccccc3)c2C)c1
77	x	8%	CS(=O)(=O)c1ccc(Cl)c(C(=O)OCC(=O)NC2CCCCCCC2)c1
78	x	16%	C[C@H]1CN([C@@H](C)CO)C(=O)CCCn2nncc2CO[C@@H]1CN(C)Cc1ccc2c(c1)OCCO2
79	x	-1%	O=C(NCCC(=O)N1CCN(c2ccccn2)CC1)c1ccc([N+](=O)[O-])cc1
80	x	6%	CCc1noc(C)c1C(=O)OCC(=O)NCc1ccc(Cl)cc1
81	x	4%	O=C(COC(=O)c1ccc([N+](=O)[O-])o1)Nc1ccc(F)cc1
82	x	6%	Cc1ccc(/C=C/C(=O)OCC(=O)NC(C)c2ccccc2)o1 (centres undefined)
83	x	0%	O=C(O)c1cccc2c1Oc1ccccc1S2(=O)=O
84	x	8%	CN(Cc1ccco1)C(=O)CN1C(=O)NC2(CCCCC2)C1=O
85	x	2%	CCCCN(c1ccccc1)S(=O)(=O)c1cccc(C(=O)Nc2c(C)n(C)n(-c3ccccc3)c2=O)c1
86	x	10%	C[C@H](CO)N1C[C@H](C)[C@@H](CN(C)S(=O)(=O)c2ccc(C#N)cc2)OCc2cn(nn2)CCCC1=O
87	x	9%	COc1ccc(-c2noc(CCC(=O)N3CCN(c4cccc(Cl)c4)CC3)n2)cc1
88	x	2%	Cc1cccc(C)c1NC(=O)CSc1n[nH]c(=O)n1C1CC1
89	x	-1%	C[C@@H]1COC(=O)[C@H](NC(=O)OCC2c3ccccc3-c3ccccc32)C/C=C\C[C@@H](CC(=O)N[C@H](CO)Cc2ccccc2)C(=O)N1
90	x	9%	CC1(C2CC2)NC(=O)N(CC(=O)Nc2ccccc2C#N)C1=O (centres undefined)
91	x	8%	Cc1ccc(S(=O)(=O)N2CCN(C(=O)CCNC(=O)c3ccccc3Cl)CC2)cc1
92	x	6%	COc1ccc(OCCCC(=O)ON=C(N)c2ccccc2Cl)cc1
93	x	8%	COc1ccc(N2CCN(C(=O)COC(=O)c3cccc(OC)c3O)CC2)cc1
94	x	7%	CCCCC[C@@H]1C=C(C(=O)O)[C@H](c2ccc(Cl)c(Cl)c2)N1S(=O)(=O)c1ccc(C)cc1

A second format for part of the listing above:
Sequence of screens: SV40 large T antigen	Rac1 GTP hydrolysis
45	CC1(C)C2CC[C@]3(C)C(CC=C4[C@@H]5C[C@](C)(CO)CC[C@]5(C(=O)O)CC[C@]43C)[C@@]2(C)CC[C@@H]1O (some centres undefined)
 : 8%	x
46	CCOC(=O)N1C2=NC(C(=O)OC)=C(C(=O)OC)[C@@H]3N(Cc4ccccc4)c4ccccc4[C@]23C[C@H]1C(=O)OC
 : 12%	x

Grouped by structure, the compounds so far containing an aryl methoxy group
no.	SV40 large T antigen	Rac1 GTP hydrolysis	structure
1	5%	x	COc1ccc(C(=O)NC(=S)NNC(=O)c2cccc(C)c2)cc1
4	14%	x	COc1cc(/C=N/NC(=O)c2cccc(C)c2)ccc1OCC(=O)Nc1ccccc1
7	7%	x	COc1ccc(C(=O)CC(=O)c2ccccc2)cc1
18	7%	x	COc1cccc(C(O)C2OC(=O)c3ccccc32)c1OC (centres undefined)
28	26%	x	COc1ccc(OC(=O)COc2ccccc2C)cc1
31	9%	x	COc1ccc(NC(=O)c2ccc(COc3ccccc3Br)o2)c(OC)c1
37	5%	x	COc1ccc2c(c1)CCNC2Cc1ccc(OC)c(O)c1 (centres undefined)
55	18%	x	COc1ccc([C@@H]2C[C@@H](c3ccccc3)Oc3c(C)ccc(C(C)C)c32)cc1
57	5%	x	COc1cccc(NC(=O)c2cc(-c3ccc(OC)cc3OC)nc3ccccc23)c1
60	14%	x	COC(=O)C1=C(C(=O)OC)[C@@H]2N(C)c3ccc(OC)cc3[C@@]23C[C@@H](C(=O)OC)N(C(=O)NCCBr)C3=N1
65	4%	x	COc1cc(C)c(CN2CCN(c3ncccn3)CC2)cc1C
70	x	1%	COc1ccccc1CNC(=O)COC(=O)C12CC3CC(CC(O)(C3)C1)C2
75	x	6%	COc1cc(C#Cc2ccc3cc(CCCO)oc(=O)c3c2)cc(OC)c1
76	x	1%	COc1cccc(NC(=O)COC(=O)c2c(C)nn(-c3ccccc3)c2C)c1
87	x	9%	COc1ccc(-c2noc(CCC(=O)N3CCN(c4cccc(Cl)c4)CC3)n2)cc1
92	x	6%	COc1ccc(OCCCC(=O)ON=C(N)c2ccccc2Cl)cc1
93	x	8%	COc1ccc(N2CCN(C(=O)COC(=O)c3cccc(OC)c3O)CC2)cc1

Assay outcomes (PubChem)
